# Assay outcomes deposited in PubChem BioAssay by several laboratories.
# LRH-1 inv ag: LRH-1 (NR5A2) inverse agonists, primary screen, cell-based, luminescence, HEK293T, StAR-luciferase reporter; LRH-1 transfected, 24 h; 360,000 compounds, 0.13% hits; Nuclear receptor subfamily 5 group A member 2 (Homo sapiens), O00482; inhibition, % at 3.6 µM; AID 602396, 2012;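 active = inhibition above the mean inhibition of all tested compounds plus 3 SD, cut at about 73% in these data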;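 also: 0% = DMSO wells and 100% = reporter-only cells lacking LRH-1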
# Target sequence (O00482 whole entry, looked up): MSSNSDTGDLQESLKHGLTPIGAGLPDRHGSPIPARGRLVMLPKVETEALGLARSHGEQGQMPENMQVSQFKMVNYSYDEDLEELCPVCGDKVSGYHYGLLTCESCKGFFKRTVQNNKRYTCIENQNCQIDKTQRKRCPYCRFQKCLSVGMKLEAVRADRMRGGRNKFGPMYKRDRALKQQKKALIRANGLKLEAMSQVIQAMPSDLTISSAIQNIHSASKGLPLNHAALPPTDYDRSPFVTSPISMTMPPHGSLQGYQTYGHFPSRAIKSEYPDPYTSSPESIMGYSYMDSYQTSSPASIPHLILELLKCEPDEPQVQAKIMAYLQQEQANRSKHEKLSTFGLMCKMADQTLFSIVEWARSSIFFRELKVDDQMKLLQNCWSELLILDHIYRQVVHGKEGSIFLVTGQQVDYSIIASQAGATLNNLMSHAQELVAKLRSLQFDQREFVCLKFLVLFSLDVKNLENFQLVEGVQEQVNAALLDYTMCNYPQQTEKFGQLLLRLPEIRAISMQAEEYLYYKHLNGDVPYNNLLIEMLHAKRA
# CF NFkB inh: inhibitors of PAF-induced NF-kB signaling, primary screen, cell-based, GFP fluorescence, uHTS; KKLEB NF-kB-GFP reporter, GFP fluorescence overnight; AID 588850, 2011; inhibition, % at 5 µM; 360,000 compounds, 0.86% hits;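 active = at least 50% inhibition at 5 µM, scaled per plate between neutral and stimulator controls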;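 also: PAF is a Pseudomonas aeruginosa culture filtrate used as stimulus; plate controls were PAF-stimulated DMSO wells for no effect and unstimulated DMSO wells for full effect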
# KKLEB cytotox: cytotoxicity in KKLEB CF airway cells, primary screen, cytotoxicity control for CF NF-kB inhibitor project, cell-based, uHTS, fluorescence assay plates | activity change (cytotoxicity), % at 5 µM | AID 602141, 2011 | 360,000 compounds, 0.36% hits | KKLEB CF airway cells viability, ATPlite luminescence, overnight; hits give low values; cells stimulated with P. aeruginosa culture filtrate;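 active = corrected activity change at or below -50% at 5 µM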
# TRAIL sens C8: viability loss with TRAIL in NB7+C8 cells, primary screen, TRAIL sensitizer project, cell-based, ATPlite luminescence. inhibition (viability loss, TRAIL sensitization), % at 10 µM. AID 624354, 2012. 360,000 compounds, 1% hits;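 active = compounds causing at least 50% loss of cell viability in the single-dose screen, relative to plate controls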
# COUP-TFII inh: NR2F2 transcriptional activity inhibitors, primary screen, cell-based, luciferase reporter, HEK293T, luminescence; HEK293T NGFI-A luciferase reporter; inhibition, % at 8.6 µM; 370,000 compounds, 0.7% hits;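 active = inhibition above a per-plate cutoff, mean inhibition of test wells between control levels plus 3 SD, cut at about 38% in these data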;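 also: cells cotransfected with COUP-TFII expression vector driving the NGFI-A reporter; 0% = median of COUP-TF2 test wells and 100% = reporter-only cells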
# Target sequence (P24468 whole entry, looked up): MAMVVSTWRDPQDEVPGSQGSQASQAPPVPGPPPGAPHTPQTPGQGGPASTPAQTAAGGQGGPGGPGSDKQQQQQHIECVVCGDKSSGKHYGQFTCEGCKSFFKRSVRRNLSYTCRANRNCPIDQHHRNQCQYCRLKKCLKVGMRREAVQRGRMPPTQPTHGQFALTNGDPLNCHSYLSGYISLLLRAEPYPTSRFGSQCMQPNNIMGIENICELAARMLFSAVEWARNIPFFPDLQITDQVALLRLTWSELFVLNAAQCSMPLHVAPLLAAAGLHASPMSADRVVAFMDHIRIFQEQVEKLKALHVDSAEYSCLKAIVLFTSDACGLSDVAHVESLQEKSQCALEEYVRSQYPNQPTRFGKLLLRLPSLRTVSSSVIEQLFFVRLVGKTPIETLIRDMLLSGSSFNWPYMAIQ
# TWEAK Fn14 block: inhibitors of TWEAK-Fn14 signaling, primary screen, luciferase reporter cells, uHTS | inhibition, % at 10 µM | TWEAK-stimulated Fn14 reporter cells, luciferase luminescence, 8 h | AID 1159606, 2016 | 360,000 compounds, 2% hits; in the data active = inhibition above about 50%
# TROY NFkB inh: inhibitors of TROY-driven NF-kB signaling, primary screen, Q293 LMP1-TROYcd cells, NF-kB luciferase, uHTS; inhibition, % at 10 µM; Q293 LMP1-TROYcd NF-kB luciferase reporter, 4 h; 360,000 compounds, 0.98% hits;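 active = compounds whose plate-normalised and pattern-corrected inhibition of the luciferase reporter signal at the single screening dose is 50% or more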
# NCOA2 inhibitor: inhibition of GAL4-SRC2 driven luciferase reporter, primary screen, SRC2 inhibitor project, cell-based, luminescence; Nuclear receptor coactivator 2 (Homo sapiens), Q15596; HEK293 GAL4-SRC2 luciferase reporter; inhibition, % at 9 µM; 370,000 compounds, 0.17% hits;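 active = inhibition above the mean inhibition of all tested compounds plus 3 SD, set per campaign, cut at about 52% in these data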;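 also: 0% = DMSO treated cells and 100% = cells given Gossypol at 36 µM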
# LMP1 NFkB inh: EBV LMP1-driven NF-kappaB luciferase reporter inhibitors, primary screen, cell-based, luminescence, single point | inhibition, % at 12.5 µM | 350,000 compounds, 0.69% hits | LMP1-induced NF-kappaB luciferase reporter cells; in the data active = inhibition above about 41%;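 also: 0% = neutral control wells and 100% = reference inhibitor control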
# SRC3 inh: SRC3 coactivator transcriptional activity inhibitors, primary screen, cell-based, luminescence; 360,000 compounds, 0.17% hits; inhibition, % at 3.6 µM; Nuclear receptor coactivator 3 (Homo sapiens), Q9Y6Q9; HEK293 GAL4-SRC3 luciferase reporter;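 active = inhibition above a per-campaign cutoff, the mean of all compounds plus 3 SD, cut at about 60% in these data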;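 also: 0% = DMSO-treated cells and 100% = gossypol-treated cells at 36 µM; higher means less SRC3-driven luciferase light from the GAL4 reporter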
# NCOA1 inh: SRC1 coactivator transcriptional activity inhibitors, primary screen, cell-based, luminescence; HEK293 GAL4-SRC1 luciferase reporter; Nuclear receptor coactivator 1 (Homo sapiens), Q15788; 360,000 compounds, 0.12% hits; inhibition, % at 3.6 µM;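 active = inhibition above the campaign mean plus 3 SD, with each screening campaign given its own cutoff, cut at about 60% in these data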;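 also: 0% = DMSO treated cells and 100% = gossypol at 36 µM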
# The depositor's hits bear a star; · = not tested or not shown.
SMILES,LRH-1 inv ag,CF NFkB inh,KKLEB cytotox,TRAIL sens C8,COUP-TFII inh,TWEAK Fn14 block,TROY NFkB inh,NCOA2 inhibitor,LMP1 NFkB inh,SRC3 inh,NCOA1 inh
COc1cc(OC)c2c(-c3ccccc3)cc(=O)oc2c1C(CCN1CCCC1)c1ccc2c(c1)OCO2 (stereo not drawn),-21,11,2,25,-61,-24,-5,-9,-8,-8,-14
COc1ccc(C2/C=C\CN(C(=O)C3CCCC3)[C@H](Cc3ccccc3)C(=O)N2Cc2ccc(F)cc2)cc1 (stereo partly drawn),11,11,-25,12,1,10,-8,-29,-4,9,-5
COCCN=c1scc(-c2ccc3c(c2)NC(=O)CO3)n1/N=C(\C)c1ccc(O)cc1,11,-12,1,-2,38*,20,13,23,2,15,-8
O=C(CCN1CCN(Cc2ccccc2)CC1)NNC(=O)Nc1cccc(C(F)(F)F)c1,-1,6,-7,-1,10,-12,5,8,1,10,-21
CC(C)(C)OC(=O)N[C@@H](Cc1ccccc1)C(=O)N1CCC(C(=O)N[C@@H](CCC(N)=O)C(=O)O)CC1,0,-8,10,-4,20,1,-9,2,2,-1,20
Cc1ccc(NC(=O)CSc2nnnn2C2CCCC2)cc1S(=O)(=O)N1CCOCC1,-9,-3,1,-6,13,2,6,-3,7,14,-5
COc1ccc(S(=O)(=O)N2CCOCC2)cc1NC(=O)c1ccc(=O)[nH]c1,2,-5,-5,3,6,1,-4,-15,-4,-14,-7
CN1CCN(c2nc3c(c(=O)n(C)c(=O)n3C)n2CCSc2nc3ccccc3s2)CC1,-1,-15,-1,-11,·,-1,15,·,·,-7,4
O=C(CNCC1CCCO1)Nc1ccccc1N1CCCCCC1 (stereo not drawn),-4,-8,0,-9,8,4,-17,-18,-7,3,-16
O=C(c1ccccc1)N(CCCn1ccnc1)C(c1ccccc1)c1nc2ccccc2[nH]1 (stereo not drawn),-72,-9,-7,-6,-42,-3,-32,-39,·,-36,-4
COc1cc(/C=N\N=C2/SC(CC(=O)O)C(=O)N2c2ccc(O)cc2)ccc1O (stereo not drawn),-1,14,-9,-11,-6,-7,5,-4,5,-9,-6
Cc1cc(=O)n2nc(-c3ccccc3)sc2n1,-93,4,2,-1,-48,4,-26,-41,-5,-82,-71
Cc1nnsc1-c1onc(C)c1C(=O)Nc1cc(Cl)cc(Cl)c1,-1,42,4,9,10,36,37,20,5,41,21
Cc1nc2c(-c3ccc(F)cc3)c(C)nn2c(C)c1CCC(=O)N1CCOCC1,1,12,-8,-1,3,-18,10,7,3,-4,-3
CCCCn1c(N)c(N(CC(C)C)C(=O)c2ccc(-c3ccc(Cl)cc3)o2)c(=O)[nH]c1=O,14,20,-16,7,-14,1,1,10,-8,-1,-18
N#Cc1c(C#N)c(SSc2c(C#N)c(C#N)c(N)n2-c2ccccc2)n(-c2ccccc2)c1N,-7,88*,-89*,79*,5,19,1,16,-1,-21,2
CCc1cc(=O)oc2cc(C)cc(OCC(=O)NCc3ccncc3)c12,2,-8,3,-18,-14,-4,14,2,-2,-10,-10
Cc1cc2c(=O)n(C)c(SCC(=O)Nc3ccccc3)nc2s1,8,-1,-5,15,7,48,39,-20,3,17,20
Cc1ccc(S(=O)(=O)Oc2ccccc2)cc1,-23,16,-1,16,-16,-17,-15,-32,1,-8,-3
CC(C(=O)Nc1ccc([N+](=O)[O-])cc1)N1CCN(C/C=C/c2ccccc2)CC1 (stereo not drawn),18,-6,-16,17,5,4,19,7,3,20,4
O=C(NCCO)c1c(-c2ccc3c(c2)OCO3)noc1-c1ccsc1,1,-17,11,0,-4,-14,-1,5,6,-16,-7
COc1ccc(-c2cc(C(=O)NCC3CCCO3)on2)cc1OC (stereo not drawn),-14,-11,4,-7,-11,-9,4,-6,1,-1,-3
CC12CCC(=O)N1C(C(=O)NCCc1ccc(F)cc1)CS2 (stereo not drawn),10,-31,22,-5,-14,-16,-8,28,7,-2,4
CC1CC(NC2=NCCS2)CC(C)(C)C1 (stereo not drawn),3,-17,13,0,5,-11,-5,-10,-5,17,1
CC(NC(=O)Nc1ccc(F)cc1)C(c1cccs1)N1CCCC1 (stereo not drawn),9,-6,12,8,3,-1,28,-1,-14,23,6

# Additional entries follow.
SMILES,LRH-1 inv ag,CF NFkB inh,KKLEB cytotox,TRAIL sens C8,COUP-TFII inh,TWEAK Fn14 block,TROY NFkB inh,NCOA2 inhibitor,LMP1 NFkB inh,SRC3 inh,NCOA1 inh
CC(C)c1ccc([N+](=O)[O-])cc1S(=O)(=O)N1CCN(C)CC1,9,18,-16,-5,14,-3,5,7,2,-9,-73
CC[C@@]1(C(=O)OC)N[C@H](CN(C)C(=O)C2CCCCC2)[C@@H]2C(=O)N(Cc3ccccc3)C(=O)[C@@H]21,8,4,5,-12,-13,14,-10,9,1,6,-15
O=C(NCc1ccccc1)c1ccccc1,10,6,-2,-10,1,-16,-10,-2,17,12,5
Cn1c(=O)[nH]c(=O)c2c1nc(N1CCN(CCO)CC1)n2Cc1ccccc1,12,14,-2,-13,-5,14,0,-7,6,12,5
COc1ccc(CN2CC(C(=O)NCCCN3CCN(C)CC3)CC2=O)cc1 (stereo not drawn),-5,5,2,-2,7,7,-11,28,0,-3,9
COc1ccc(C(=O)N[C@H](C(=O)OCc2cc(=O)oc3cc(C)ccc23)C(C)C)cc1,-13,-15,14,4,17,-16,-29,10,9,18,-34
CC1=C(C)C(C)=C(C#N)C(=C(C#N)C#N)N1,-5,2,0,5,6,-9,-9,-7,-2,-27,-4
O=C(Nc1cccnc1)c1ccc(COc2ccccc2Cl)o1,-21,26,-23,0,-9,24,-4,-18,-59,1,-2
CCCN1CCN(c2nc3c([nH]2)c(=N)ncn3CC(O)CO)CC1 (stereo not drawn),-12,6,0,2,8,1,-15,7,3,27,6
CN(C)CC(=O)c1ccc(-c2ccccc2)cc1,2,4,-5,-1,-9,14,-10,6,4,1,-5
Cc1cc(C)nc(NS(=O)(=O)c2ccc(-n3cccc3)cc2)n1,-11,0,-5,-12,-5,-15,19,1,6,12,-22
CCSc1nnc(NC(=O)CSC2=NCCS2)s1,-1,-10,9,-9,-5,-10,25,1,0,18,-6
COCCOC(=O)c1[nH]c2c(c1C)C(=O)CC(c1cccs1)C2 (stereo not drawn),13,29,2,9,13,2,28,18,5,4,-8
COC(=O)C1Cc2ccccc2CN1C(=O)CCl (stereo not drawn),40,21,-13,26,6,9,10,35,0,0,-13
CN(C)c1ccc(/C=C(/NC(=O)c2ccccc2)C(=O)NCCCn2ccnc2)cc1,12,22,10,-11,·,-4,-26,·,4,-2,11
COc1cc2c(cc1OC)/C(=C/C(=O)c1ccc(NC(C)=O)cc1)NCC2,1,6,-4,-1,-30,-11,19,-4,10,-15,-31
NS(=O)(=O)c1cccc(NC(=O)CSc2ccccn2)c1,-30,-14,-18,-6,2,-27,-46,-4,-5,-45,-50
CC1CCCN(C(=O)COc2ccc3c(c2)OCO3)C1 (stereo not drawn),-13,-15,17,-4,-17,-32,-3,-26,-2,-8,-27
Cn1nnnc1SCC(=O)Nc1nc2c(F)c(F)c(F)cc2s1,7,17,-4,15,16,8,-35,-13,-5,-22,-29
CS(=O)(=O)c1ccc(C(=O)Nc2ccccc2N2CCOCC2)c(Cl)c1,-3,-24,10,-7,-8,-19,11,-3,-8,13,-6
Cc1cc(Cl)c(S(=O)(=O)NCCC(=O)O)cc1OCC(N)=O,12,11,-10,-6,-8,-13,9,-20,0,25,-21
O=C(CSc1ccc(-c2ccccn2)nn1)Nc1ccccc1,-11,-38,26,17,-24,-12,13,-6,-5,-2,-33
CCN(C(=O)CN1C(=O)c2ccc([N+](=O)[O-])cc2C1=O)C1CCS(=O)(=O)C1 (stereo not drawn),-20,-8,9,-4,9,2,8,-7,-5,11,-1
C=C(C)CSc1nc2c(cc1C#N)CCC2,12,10,-6,-22,0,11,-20,-22,-3,17,-1
CCCCSc1nc(O)c(C2OC(=O)c3c2ccc(OC)c3OC)c(=O)n1-c1ccccc1 (stereo not drawn),16,-12,14,-13,8,13,·,10,-2,7,10

# The listing continues.
SMILES,LRH-1 inv ag,CF NFkB inh,KKLEB cytotox,TRAIL sens C8,COUP-TFII inh,TWEAK Fn14 block,TROY NFkB inh,NCOA2 inhibitor,LMP1 NFkB inh,SRC3 inh,NCOA1 inh
COC(C[C@H](O)C[C@@H](O)[C@@H](C)OCc1ccccc1)OC,-15,-8,0,-2,-9,-4,3,-13,-5,-7,0
CC(C)c1ccc(NC(=O)Nc2nnc([C@@H]3C[C@H](O)[C@@H](CO)O3)s2)cc1,-23,15,-10,2,10,-8,10,5,·,-13,-11
N#CC1=C2SCN(c3ccccc3)CN2C(=O)CC1c1c(Cl)cccc1Cl (stereo not drawn),-5,4,-8,-3,20,3,-34,-31,2,-19,8
COc1ccccc1N/N=C(\C#N)C(=N)N1CCOCC1,-8,4,-1,8,17,-5,28,-29,-4,2,-4
O=[N+]([O-])c1ccc(Sc2nc3ccccc3o2)c([N+](=O)[O-])c1,-4,68*,-42,-9,-14,58*,23,9,15,-10,-7
Cc1ccc(NC(=O)c2cc(=O)c3ccccc3o2)cc1S(=O)(=O)N1CCCCC1,0,7,-1,18,11,-18,57*,2,2,12,27
COc1ccccc1N1CCN(S(C)(=O)=O)CC1,6,-4,10,-9,2,-3,-18,6,-4,4,-6
CC(=O)N1CCN(C(=O)c2cccc(S(=O)(=O)N3CCOCC3)c2)CC1,7,-28,-2,-1,17,2,10,-15,1,-4,-4
CCc1ccn2cc(-c3ccc4c(c3)OCO4)nc2c1,-70,-16,-76*,92*,36,-4,66*,40,72*,22,-33
Cc1ccc(NC(=O)CN(C)C(=O)CSc2nnnn2C)cc1,21,-10,8,0,9,7,4,10,-5,3,10
CC(=O)c1ccc(S(=O)(=O)N2CCN(C(=O)c3ccccc3Cc3ccccc3)CC2)cc1,-16,24,7,14,-6,0,-6,-15,-3,-10,2
CC(C)(C)C(=O)Nc1sc2c(c1C(=O)Nc1ccccn1)CCCC2,-10,-32,-15,-30,0,-3,-2,0,-6,2,-2
COc1ccc(NC(=O)/C(C#N)=C/c2cccnc2)c(OC)c1,10,23,-9,-12,28,-2,-10,-1,6,-6,9
Cc1cccc(S(=O)(=O)NC(=O)C2(C)CCN2C(=O)C2(c3ccc(Cl)cc3)CCC2)c1 (stereo not drawn),31,-18,7,-13,-2,2,18,5,·,-2,-4
CSc1ccc(S(=O)(=O)NCC(=O)OCC(=O)N(C)Cc2ccccc2)cc1[N+](=O)[O-],10,14,-7,-6,-6,3,7,-2,-5,1,-11
